Screens (PubChem BioAssay)
UHRF1 binding – UHRF1 methylated DNA binding inhibitors, primary screen, counter-screen for MBD2 inhibitor project, biochemical, TR-FRET, human UHRF1, single concentration; UHRF1 binding to methylated oligo; inhibition, % at 4.4 µM; 370,000 compounds, 0.75% hits; in the data active = inhibition above about 21%;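 also: UHRF1 SRA domain binding a hemimethylated CpG hairpin DNA probe; 0% = median of test compound wells and 100% = reference inhibitor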
Target sequence (Q96T88 whole entry, looked up, the tested form may be a part): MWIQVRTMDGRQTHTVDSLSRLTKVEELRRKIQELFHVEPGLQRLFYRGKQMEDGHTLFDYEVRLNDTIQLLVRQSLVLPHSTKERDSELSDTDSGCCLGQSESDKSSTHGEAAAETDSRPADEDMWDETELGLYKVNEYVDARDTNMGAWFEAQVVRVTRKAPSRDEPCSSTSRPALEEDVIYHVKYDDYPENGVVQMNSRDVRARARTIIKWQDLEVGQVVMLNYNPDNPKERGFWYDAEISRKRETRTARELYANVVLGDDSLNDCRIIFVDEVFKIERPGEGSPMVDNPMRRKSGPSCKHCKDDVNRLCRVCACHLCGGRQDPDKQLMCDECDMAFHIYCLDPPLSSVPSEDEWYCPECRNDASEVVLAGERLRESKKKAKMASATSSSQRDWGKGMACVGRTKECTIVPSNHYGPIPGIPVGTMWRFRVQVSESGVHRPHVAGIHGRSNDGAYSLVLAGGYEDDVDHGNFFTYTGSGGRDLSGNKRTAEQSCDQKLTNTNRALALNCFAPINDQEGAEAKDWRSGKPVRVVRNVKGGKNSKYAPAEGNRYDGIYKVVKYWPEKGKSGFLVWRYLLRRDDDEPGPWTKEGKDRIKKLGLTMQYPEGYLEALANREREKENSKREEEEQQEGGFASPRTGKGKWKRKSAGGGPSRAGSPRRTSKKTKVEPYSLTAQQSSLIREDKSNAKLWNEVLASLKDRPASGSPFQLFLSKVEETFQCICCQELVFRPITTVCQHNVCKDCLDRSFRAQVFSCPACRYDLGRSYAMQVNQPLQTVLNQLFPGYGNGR
rCAG RNA binder – binders of r(CAG) RNA repeats, primary screen, biochemical, fluorescence; r(CAG) RNA repeat, TO-PRO-1 dye displacement fluorescence; 370,000 compounds, 1.3% hits; inhibition, % at 3 µM;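 active = inhibition above the plate cutoff, the mean of all test compounds on that plate plus 3 SD, cut at about 35% in these data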;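 also: 0% = DMSO alone and 100% = 100 µM mitoxantrone as full dye displacement; higher means more dye released from RNA so lower well fluorescence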
TCR-CD3 inh – inhibitors of human TCR-CD3 interaction, primary screen, biochemical, fluorescence, TAMRA-labeled TCR probe; inhibition, % at 9.4 µM; 360,000 compounds, 0.37% hits; in the data active = inhibition above about 19%;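 also: recombinant mutant TCR 2C K166C tagged with TAMRA read by polarization; 0% = receptor in buffer alone and 100% = receptor with positive control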
Rev-erbA mod – modulators of Rev-erb alpha DNA binding, primary screen, biochemical, FITC-DNA, fluorescence polarization, uHTS; AID 1259318, 2017; Nuclear receptor subfamily 1 group D member 1 (Homo sapiens), P20393; activity, % at 10 µM; 370,000 compounds, 0.79% hits; Rev-erbα–FITC-DNA binding, 90 min;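 active = activity above about 14%, limit read from the data; passing the limit was not always enough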;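 also: 0% = DMSO wells with 35 nM protein and 100% = DMSO wells with 750 nM protein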
mABHD4 FP – ABHD4 inhibitors, primary screen, biochemical, fluorescence polarization, mouse | 370,000 compounds, 0.54% hits | inhibition, % at 8.92 µM | AID 720543, 2013 | purified mABHD4, FP-Rh probe fluorescence polarization;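 active = inhibition exceeding the mean over every tested compound plus 3 SD, cut at about 30% in these data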;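 also: 0% = plate median of compound wells and 100% = S159A mutant with DMSO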
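Assay system: mouse ABHD4 enzyme, wild type / Also added: fluorescent activity-based probe FP-Rh / Doses: single nominal dose of 8.92 µM, 0.89% DMSO final / Timing: 45 min compound pre-incubation plus 60 min probe step, 25 °C / Signal: FP readout, ex 525 nm / em 598 nm / Control set: S159A mutant/DMSO as 100%, compound-well median as 0%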
LEDGF integ inh – blockers of LEDGF/p75-dependent integrase strand transfer – biochemical, TR-FRET, high throughput, primary screen; HIV-1 integrase (with human LEDGF/p75); TR-FRET IN-LEDGF/p75 DNA integration, Eu/Cy5; inhibition, % at 3.7 µM; 370,000 compounds, 0.64% hits;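 active = inhibition above the screen-wide mean plus 3 SD, cut at about 13% in these data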;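 also: signal is the Cy5 over europium emission ratio at 671 and 618 nm; 0% = plate median of compound wells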
MBD2 inh – inhibitors of MBD2 binding to methylated DNA, primary screen, biochemical, TR-FRET, DNA-binding domain, human; Methyl-CpG-binding domain protein 2 (Homo sapiens), Q9UBB5; MBD2 binding to methylated oligonucleotide; inhibition, % at 4.4 µM; 370,000 compounds, 0.31% hits; in the data active = inhibition above about 13%
PRMT1 FP inh – PRMT1 methyltransferase inhibitors, primary screen, biochemical, fluorescence polarization | inhibition, % at 2.79 µM | 370,000 compounds, 1.3% hits | recombinant PRMT1, activity-based probe fluorescence polarization;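 active = inhibition above about 21% made by adding two undisclosed values, limit read from the data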
PG9 binder – binders of HIV-1 gp120 antibody PG9, primary screen, biochemical, TR-FRET; TR-FRET gp120-PG9 antibody binding; inhibition, % at 6.7 µM; 360,000 compounds, 0.43% hits; in the data active = inhibition above about 8.5%
HTRA1 inhibitor – HTRA1 serine protease inhibitors, primary screen, biochemical, fluorescence polarization, HTS. 340,000 compounds, 0.5% hits. inhibition, % at 5.96 µM. Q92743. recombinant HTRA1, FP-rhodamine activity-based probe; in the data active = inhibition above about 36%;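 also: 0% = enzyme with DMSO and 100% = wells lacking enzyme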
* = called active by the depositor; / = not tested or not shown. The list is partial; count on the stated rates, not on these rows.

Values run as follows: UHRF1 binding | PRMT1 FP inh | LEDGF integ inh | TCR-CD3 inh | mABHD4 FP | MBD2 inh | rCAG RNA binder | Rev-erbA mod | PG9 binder | HTRA1 inhibitor
COc1ccc(Nc2c3c(c(C#N)c4nc5ccccc5n24)CCC3)cc1
 : -1 | -3 | -3 | 1 | 4 | 6 | 2 | -3 | -0.4 | 0
CC(C)Oc1ccc(C(CC(=O)O)NC(=O)Cc2ccccc2)cc1 (stereo unspecified)
 : -1 | 1 | -5 | 4 | 3 | 1 | -1 | -2 | -1.8 | 3
COc1cccc(NC(=O)CSc2nc(=O)n(CCN(C)C)c3c2CCCC3)c1
 : 1 | 1 | 0 | 4 | 5 | 4 | -7 | -2 | -0.9 | -4
O=C(N/N=C/C(Br)=C/c1ccccc1)NC1CCCCC1
 : -18 | 3 | 6 | 3 | -13 | 1 | 1 | -4 | -1.4 | -43
Cc1ccc(C(=O)Nc2ccc(N3CCOCC3)nc2N2CCOCC2)cc1
 : -3 | -6 | 0 | 2 | 0 | 4 | 3 | -5 | -5.7 | -7
COc1ccc(-c2c(C)n([O-])c3c([n+]2=O)CCCCC3)cc1OC
 : 0 | -3 | 7 | 0 | -3 | -5 | -3 | 4 | -1.1 | -1
O=C(Oc1ccccc1-c1csnn1)c1cccs1
 : 0 | 0 | 0 | 4 | -3 | 2 | -3 | -1 | -1.0 | 25
O=C(CN1CCCCC1)Nc1ccc(Br)cc1[N+](=O)[O-]
 : -3 | 0 | -5 | 8 | -4 | -1 | -1 | 3 | -0.1 | -3
O=[N+]([O-])c1ccc2c(c1)c1ccccc1n2CCO
 : -9 | -2 | 3 | 3 | -4 | -6 | 8 | 6 | 0.1 | /
O=C(NNC(=O)c1cccs1)c1ccc(F)cc1
 : 2 | 1 | -4 | -2 | 4 | 0 | -2 | -4 | -0.5 | 8
N#Cc1c(SCc2ccccc2)sc(C(=O)c2ccccc2)c1N
 : -1 | 4 | -1 | -8 | -4 | -2 | 9 | 5 | -0.1 | -9
Cc1c(NC(=O)NC2CCCCC2)cccc1[N+](=O)[O-]
 : 3 | -3 | 6 | 6 | -4 | -2 | -1 | -3 | -1.9 | -7
NC(=O)C1CCN(c2oc(-c3cccs3)nc2S(=O)(=O)c2ccc(Cl)cc2)CC1
 : 4 | 7 | 0 | -2 | 1 | 5 | 0 | -1 | -0.3 | -4
Oc1cccc(N2CCN(c3cccc(O)c3)CC2)c1
 : 0 | 5 | -2 | -7 | 6 | 1 | 3 | -7 | -0.8 | /
COCC(=O)N1CCC(Oc2ccc(C(=O)N[C@H](C(=O)OC)C(C)C)cc2)CC1
 : 0 | 3 | -3 | -1 | 3 | 3 | -7 | -6 | -1.4 | 4
COc1ccc(-n2nnnc2C(C2CC2)N2CCN(C/C=C/c3ccccc3)CC2)cc1 (stereo unspecified)
 : 0 | -5 | 4 | 4 | 3 | -5 | -1 | 3 | -0.4 | /
CCNC(=S)N/N=C(\C)c1cc2ccccc2o1
 : 0 | 1 | 1 | -2 | -1 | -4 | 3 | -2 | -1.7 | -6
CC(Oc1ccc2c3c(c(=O)oc2c1)CCC3)C(=O)NCCN1CCOCC1 (stereo unspecified)
 : -2 | 0 | -4 | -4 | 3 | 0 | -5 | -5 | -0.4 | -1
COc1ccc(OC)c(C(=O)Nc2c(O)ccc3ccccc23)c1
 : 3 | -3 | -1 | 1 | -6 | -5 | 4 | -2 | -0.9 | -5
NS(=O)(=O)c1ccc(CNC(=O)c2ccc(Cl)cc2[N+](=O)[O-])cc1
 : 3 | 0 | -2 | -4 | -8 | -1 | 1 | -2 | -1.9 | 5
COc1ccc(CNC(=O)CN(C)CC(=O)Nc2ccccc2Br)cc1
 : 1 | -1 | 0 | 1 | 3 | -2 | 1 | -5 | -1.4 | 2
CC1=C(C(=O)Nc2ccccc2C)C(c2ccccc2)NC(=O)N1 (stereo unspecified)
 : -1 | -2 | 1 | 1 | 1 | 0 | 3 | 0 | -2.5 | 1
CC(C)C[C@H]1CN([C@@H](Cc2ccc(O)cc2)CN2CCC[C@H]2CN2C(=O)C(=O)NC[C@@H]2Cc2ccc(O)cc2)C(=O)C(=O)N1CCc1ccccc1
 : 3 | -4 | 8 | -1 | 2 | -7 | 0 | -1 | 0.4 | /
CC(NC(=O)c1ccco1)C1CCCO1 (stereo unspecified)
 : 17 | -1 | -1 | 0 | -2 | 0 | 2 | -4 | -0.4 | 4
COc1ccc(N2CC(C(=O)N3CCN(C)CC3)CC2=O)cc1 (stereo unspecified)
 : -1 | 2 | 3 | 1 | -1 | 1 | 1 | 2 | -2.7 | 7
CN1CCN(c2ccc(NC(=O)c3ccc([N+](=O)[O-])o3)cc2Cl)CC1
 : 2 | -2 | 1 | 2 | -1 | -5 | -2 | -3 | -0.8 | 6
CCN1CCN(C(=S)NCc2ccc(C)cc2)CC1
 : 1 | -4 | -1 | 5 | -2 | 2 | -2 | 4 | -0.7 | 4
Cc1nnc(NC(=O)CCCCCN2C(=O)C3C4C=CC(C4)C3C2=O)s1 (stereo unspecified)
 : 2 | 4 | -4 | -4 | -36 | 3 | 2 | -4 | -1.8 | 1
Cc1cc(=O)oc2cc(OCC(=O)NCCCN3CCCC3=O)ccc12
 : 3 | 2 | 3 | -2 | 4 | 8 | -4 | 1 | 1.1 | -5
O=C(CN1CCN(C(c2ccccc2)c2ccccc2)CC1)NC(=O)NCc1ccco1
 : 2 | 2 | -1 | -6 | -7 | 3 | -2 | -4 | -1.7 | -10
CCC1CCCCN1C(=O)CSc1nc2c([nH]c3ccccc32)c(=O)n1C (stereo unspecified)
 : -5 | -2 | 0 | 0 | 0 | 1 | 0 | -9 | -3.1 | 0
C/C(=N\NC(=O)C(N)=O)c1ccc2c(c1)OCCO2
 : 0 | 1 | 2 | 2 | -1 | 0 | 0 | -1 | 0.3 | -2
CCCC(c1nnnn1Cc1ccco1)N1CCN(c2ccccc2)CC1 (stereo unspecified)
 : 4 | 2 | -2 | -2 | -6 | 2 | -4 | -2 | 2.4 | 2
CC1=NN(C(=O)c2ccc(Cn3nc(C)cc3C)o2)C(O)(C(F)(F)F)C1 (stereo unspecified)
 : -4 | -3 | 4 | -1 | 5 | -6 | -3 | -5 | -0.3 | 3
CCOc1ccc(S(=O)(=O)Nc2ccc(S(=O)(=O)Nc3cc(OC)ccc3OC)cc2)cc1
 : 11 | -1 | 0 | 3 | 3 | 3 | 29 | 3 | -3.3 | -13
O=C(OCC(=O)c1ccc(Cl)s1)c1ccc2ccccc2n1
 : 0 | -2 | 1 | -2 | -9 | -8 | 10 | 4 | 2.1 | -17
CCC(C)C(NC(=O)OCc1ccccc1)C(=O)NCC(c1ccccc1)N(C)C (stereo unspecified)
 : 1 | -4 | 0 | 8 | 0 | 3 | -9 | -1 | -2.8 | 1
COc1cccc(-n2nnc3c(=O)n(CC(=O)Nc4ccccc4C)cnc32)c1
 : 1 | 4 | 0 | -8 | 2 | 7 | 1 | 23* | 1.5 | 1
CCOC(=O)CC1COCCN1Cc1cn(C)nc1-c1ccccc1F (stereo unspecified)
 : -3 | 2 | -1 | 10 | 4 | 0 | -4 | -2 | -1.0 | 3
CC(C)Oc1ccc(C(=O)Nc2c3c(nn2C(C)(C)C)CS(=O)(=O)C3)cc1
 : -1 | -3 | 1 | -2 | 3 | -3 | -6 | 0 | 0.6 | 2
CCN(CC)C(=O)[C@H]1C[C@H](CC(=O)NCC23CC4CC(CC(C4)C2)C3)C(=O)N2CCc3c([nH]c4cc(CCC(=O)N(C)C)ccc34)[C@]12C
 : 4 | 9 | 0 | -6 | -9 | 7 | 6 | -2 | -2.0 | 0
Cc1ccccc1NS(=O)(=O)c1nnc(NC(=O)c2ccc(Br)cc2)s1
 : 3 | 5 | -5 | 2 | -10 | 6 | 29 | 0 | -0.8 | -11
C/C(=N/NS(=O)(=O)c1ccc(F)cc1)c1ccncc1
 : -2 | 6 | 2 | 2 | 6 | -4 | 1 | -7 | -1.0 | 3
Cc1ccc(Cn2c(C)nc3c(c2=O)c2nc4ccccc4nc2n3Cc2ccco2)cc1
 : 2 | 25* | 2 | 5 | -15 | -6 | 14 | -8 | -1.5 | -37
COCCNC(=O)c1ccccc1NS(=O)(=O)c1ccc(Br)s1
 : 6 | -1 | 4 | 2 | 0 | -5 | 21 | 2 | 0.8 | -1
COc1cccc(/C=C2\SC(=S)N(CCCC(=O)N3CCOCC3)C2=O)c1
 : -2 | -2 | 0 | -2 | 5 | -4 | 4 | 1 | 1.4 | -1
CCCCCCCCN1C(=O)[C@@H](CC(=O)N2CCCC2)C[C@@]2(C(=O)OC)C1=C[C@H](C(C)(C)C)O[C@@H]2C
 : 2 | 5 | -4 | -2 | 1 | 0 | 3 | 2 | -0.1 | /
O=C(Nc1cccc(F)c1)c1ccc2c(c1)OCO2
 : 1 | -3 | -1 | -1 | 0 | -7 | 0 | 1 | -1.4 | -14
Cc1cc(S(=O)(=O)Nc2ccc(C(=O)NCCN3CCOCC3)cc2)ccc1F
 : 11 | -3 | -3 | 3 | -10 | 5 | 2 | -7 | -1.0 | 2
O=C(NC(=S)Nc1ccc(S(=O)(=O)Nc2nccs2)cc1)c1ccc(Br)o1
 : -1 | -1 | 0 | 2 | 3 | 3 | 47* | -1 | -1.5 | -14
CSc1cccc(NC(=O)Cc2ccccc2[N+](=O)[O-])c1
 : -1 | -1 | 0 | 4 | -2 | 1 | 4 | -3 | 0.3 | -11
Cc1[nH]nc2c1C(C(C)c1ccccc1)C(C#N)=C(N)O2 (stereo unspecified)
 : 0 | 2 | 4 | -2 | -1 | -2 | -1 | 5 | 0.4 | 5
O=C(NCCN1C(=O)S/C(=C\c2ccccc2F)C1=O)C1=COCCO1
 : 0 | 8 | -1 | -4 | -7 | -1 | -1 | 1 | 1.2 | 7

Single records, as listed above. Screens in order: UHRF1 binding | PRMT1 FP inh | LEDGF integ inh | TCR-CD3 inh | mABHD4 FP | MBD2 inh | rCAG RNA binder | Rev-erbA mod | PG9 binder | HTRA1 inhibitor
Listed for O=C(NC(=S)Nc1ccc(S(=O)(=O)Nc2nccs2)cc1)c1ccc(Br)o1 : -1 | -1 | 0 | 2 | 3 | 3 | 47* | -1 | -1.5 | -14
Listed for Cc1[nH]nc2c1C(C(C)c1ccccc1)C(C#N)=C(N)O2 (stereo unspecified) : 0 | 2 | 4 | -2 | -1 | -2 | -1 | 5 | 0.4 | 5
Listed for CCCCCCCCN1C(=O)[C@@H](CC(=O)N2CCCC2)C[C@@]2(C(=O)OC)C1=C[C@H](C(C)(C)C)O[C@@H]2C : 2 | 5 | -4 | -2 | 1 | 0 | 3 | 2 | -0.1 | /
Listed for O=C(Nc1cccc(F)c1)c1ccc2c(c1)OCO2 : 1 | -3 | -1 | -1 | 0 | -7 | 0 | 1 | -1.4 | -14
